# Screening results: PubChem BioAssay, several laboratories
# PLK1 PBD inh = Plk1 polo box domain binding inhibitors, primary screen, biochemical, fluorescence polarization; Plk1 PBD phosphopeptide binding; inhibition, %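 (tested at about 20 µM)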; 97,000 tested, 0.13% active; Serine/threonine-protein kinase PLK1 (Homo sapiens), P53350; in the data active = inhibition above about 34%, passing the limit was not always enough
# Rev-RRE block = HIV-1 Rev-RRE binding inhibitors, primary screen, biochemical, FRET, protein-RNA interaction; Rev peptide-RRE RNA binding; inhibition, % at 8 µM; 97,000 tested, 0.79% active; AID 704, 2007;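 active = inhibition above the screen-wide mean plus 3 SD, cut at about 35% in these data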;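 note: 0% = median DMSO wells and 100% = median Neomycin B control wells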
# Target sequence (P05866 whole entry, looked up): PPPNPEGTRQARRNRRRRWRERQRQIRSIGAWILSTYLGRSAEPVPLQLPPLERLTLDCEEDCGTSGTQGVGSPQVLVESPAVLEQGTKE
#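 assay system = Cy5-tagged RRE RNA duplex with fluorescein-tagged Rev peptide | incubation = 5 + 15 min at 25 °C | also added = labelled Rev peptide | measure = % inhibition of FRET ratio versus controls | benchmarks = DMSO wells as 0% and neomycin B wells as 100% inhibition | measured by = FRET fluorescence readout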
# PLK1 kinase inh = human PLK1 kinase inhibitors, primary screen, biochemical, TR-FRET | recombinant PLK1 kinase, TR-FRET peptide phosphorylation | 97,000 tested, 0.53% active | inhibition, % at 10 µM | Serine/threonine-protein kinase PLK1 (Homo sapiens), P53350;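 active = inhibition of 50% or more in the single-concentration screen; inactive = inhibition below 50%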;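 note: 0% = DMSO max control and 100% = H-89 dihydrochloride min control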
# FAK blocker = FAK kinase inhibitors, primary screen, biochemical. biochemical FAK kinase activity assay. inhibition, %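 (tested at 7 µM)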. 97,000 tested, 0.84% active. AID 727, 2007; in the data active = inhibition above about 19%;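 note: 0% = DMSO and 100% = reference compound high control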
# LYP inh 2 = PTPN22 phosphatase inhibitors, primary screen, biochemical, DiFMUP fluorescence, 2 µM. recombinant LYP catalytic domain. inhibition, % at 2 µM. 96,000 tested, 0.21% active. AID 640, 2007;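 active = inhibition at 2 µM at or above a set limit, the screen mean plus 3 SD, cut at about 24% in these data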;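 note: 0% = DMSO with enzyme and 100% = enzyme fully blocked by orthovanadate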
# F-actin modifier = modifiers of F-actin cytoskeleton organization, primary screen, imaging, HUVEC, phalloidin staining, high-content imaging. HUVEC TNFa F-actin phalloidin imaging. inhibition, % at 2 µM. 91,000 tested, 0.18% active. AID 836, 2007;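 active = inhibition above the batch mean plus 3 SD and confirmed as a hit by visual image inspection, cut at about 30% in these data, passing the limit was not always enough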; note: strong numbers were not always called active
# EphB4 antag = EphB4-ephrin-B2 interaction antagonists, primary screen, biochemical, TNYL-RAW peptide probe, fluorescence polarization | EphB4 LBD / TNYL-RAW-Alexa532 peptide | inhibition, % at 7 µM | 97,000 tested, 0.15% active;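 active = inhibition above the screen-wide mean inhibition plus 3 SD, cut at about 15% in these data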;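 note: 0% = DMSO wells and 100% = excess unlabeled TNYL-RAW peptide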
# Pyk2 oligo antag = antagonists of Pyk2 self-association, primary screen, Q293 cells, FERM NanoBiT luminescence, HTS. Protein-tyrosine kinase 2-beta (Homo sapiens), Q14289. stronger effect = lower value. z-score (the deposit names both 25 µM and 10 µM). 99,000 tested, 0.83% active;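 active = Z-score of -3 or lower, scaled per plate to the spread of control and sample wells; inactive = z-score above -3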;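 note: negative z-score means lost luminescence so less FERM oligomerization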
# Target sequence (Q14289 whole entry, looked up): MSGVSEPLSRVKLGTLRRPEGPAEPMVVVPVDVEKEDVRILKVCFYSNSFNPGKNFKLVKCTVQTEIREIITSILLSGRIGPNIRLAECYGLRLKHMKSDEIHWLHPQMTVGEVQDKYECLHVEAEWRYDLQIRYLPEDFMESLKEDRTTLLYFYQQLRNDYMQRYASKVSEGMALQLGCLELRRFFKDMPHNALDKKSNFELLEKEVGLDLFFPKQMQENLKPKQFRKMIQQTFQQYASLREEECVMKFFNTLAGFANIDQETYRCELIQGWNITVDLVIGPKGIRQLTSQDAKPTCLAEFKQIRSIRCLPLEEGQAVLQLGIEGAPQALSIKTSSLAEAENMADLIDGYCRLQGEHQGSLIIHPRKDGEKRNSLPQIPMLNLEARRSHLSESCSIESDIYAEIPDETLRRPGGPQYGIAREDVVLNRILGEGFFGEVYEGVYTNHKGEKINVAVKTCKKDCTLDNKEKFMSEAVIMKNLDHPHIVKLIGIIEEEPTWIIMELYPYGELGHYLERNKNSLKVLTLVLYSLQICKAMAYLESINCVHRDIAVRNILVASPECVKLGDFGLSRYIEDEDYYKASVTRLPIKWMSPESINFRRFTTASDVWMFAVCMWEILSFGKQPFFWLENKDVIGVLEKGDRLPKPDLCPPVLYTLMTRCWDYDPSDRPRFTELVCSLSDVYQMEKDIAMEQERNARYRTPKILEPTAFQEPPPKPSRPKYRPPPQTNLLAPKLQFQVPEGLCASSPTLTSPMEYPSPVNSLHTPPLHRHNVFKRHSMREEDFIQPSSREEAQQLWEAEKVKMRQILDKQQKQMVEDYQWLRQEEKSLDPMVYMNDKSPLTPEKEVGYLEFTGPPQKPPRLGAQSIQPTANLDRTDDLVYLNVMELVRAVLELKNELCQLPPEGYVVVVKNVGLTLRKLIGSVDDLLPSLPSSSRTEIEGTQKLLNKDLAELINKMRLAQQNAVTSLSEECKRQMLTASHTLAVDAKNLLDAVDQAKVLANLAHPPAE
# PTPN22 act = LYP phosphatase activators, primary screen, biochemical, DiFMUP fluorescence, 2 µM; recombinant LYP; 0 = plate median, 100 = signal doubled; activation, % at 2 µM; 96,000 tested, 0.11% active; AID 697, 2007;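 active = activation at 2 µM above a set limit, the mean plus 5 SD, cut at about 37% in these data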
# An asterisk follows results filed as active; · = no result given.
SMILES,PLK1 PBD inh,Rev-RRE block,PLK1 kinase inh,FAK blocker,LYP inh 2,F-actin modifier,EphB4 antag,Pyk2 oligo antag,PTPN22 act
CCOCCCNc1nc2c([nH]1)c(=O)n(C)c(=O)n2C,-18,8,1,-1,5,6,10,-0.53,-3
Cc1ccc(C(=O)NCCNC(=O)CN2CCCC2)cc1,3,7,-7,1,-1,-12,-8,0.46,-2
O=C1CCC([N+](=O)[O-])C(c2cccc(Cl)c2Cl)N1 (stereo not given),-24,0,-8,0,-4,-1,4,0.16,7
Cc1ccc(C(=O)OCC(=O)Nc2ccc(N(C)C)cc2)cc1NC(=O)c1ccco1,-1,-6,-11,0,6,-14,0,-1,-7
Cc1ccc(C(=O)NC(=S)Nc2cc(-c3nc4ccccc4s3)ccc2C)cc1,42,4,-7,2,17,-11,-7,2.1,-13
O=C(O)CSCc1ccc(Cl)cc1,-4,1,-16,-2,-3,15,0,1.2,2
CN(C)CC(O)COc1ccc(-c2ccc(C#N)cc2)cc1 (stereo not given),13,-2,-36,2,-4,-8,-4,·,6
COc1ccc(OCC(=O)O/N=C(\N)Cc2ccc(Cl)cc2)cc1,-17,7,-11,2,7,-31,-3,1.6,-6
O=C(C1CCN(S(=O)(=O)c2cccnc2)CC1)N1CCN(c2ccccc2Cl)CC1,-12,2,-2,2,-6,8,-1,-0.99,6
FC(F)(F)COc1nc(OCC(F)(F)F)nc(N2CCN(c3ccccc3)CC2)n1,1,-1,-1,-6,-12,4,-6,-0.35,15
O=C(CSc1nnc(CN2CCOCC2)n1-c1ccccc1)N1CCc2ccccc21,-19,4,-9,3,-2,-9,-4,-0.02,6
Cc1ccc2cc(CN(CC3CCCO3)S(=O)(=O)c3c(C)ccc4nsnc34)c(=O)[nH]c2c1 (stereo not given),8,-1,-10,3,7,27,1,-2.2,-6
Cc1cc(Br)c(S(=O)(=O)NCCN2CCOCC2)cc1C,-16,2,2,-2,-13,-4,-6,-0.13,10
CCc1c(C)sc(NC(=O)c2cc(CC(C)C)on2)c1C#N,-24,6,-22,-5,0,-14,-10,·,-3
O=C(O)C1C2CCC(O2)C1C(=O)Nc1cccc(F)c1 (stereo not given),-9,13,-11,-1,-13,10,1,·,9
CC1=C(C(=O)OCc2ccccc2)C(c2ccccn2)c2c(n(C)c(=O)n(C)c2=O)N1 (stereo not given),-3,3,-4,2,-4,10,-10,0.34,5
O=C(Nc1nc(-c2ccccc2)c(-c2ccccc2)s1)c1ccc(S(=O)(=O)N2CCCC2)cc1,-8,6,-9,-2,3,-12,8,0.11,-5
Cc1cccc(Nc2ccccc2C(=O)OCC(=O)N(C)C2CCS(=O)(=O)C2)c1C (stereo not given),12,8,-15,4,14,-1,13,0.7,-11
CCCNC(=O)c1cc2nc(-c3ccccc3)cc(C(F)(F)F)n2n1,3,1,-11,0,-1,6,0,-0.8,1
CCC(C)(C)NC(=O)C(c1ccc(C)o1)N(Cc1cccs1)C(=O)Cn1nnc2ccccc21 (stereo not given),2,-3,-5,-4,1,-72,-10,-0.45,-4
O=C(Nc1cc2c3c(c1)C1CCCC1CN3CC1CCCC21)c1ccccc1 (stereo not given),-20,10,-8,11,1,14,13,-0.14,2
COc1ccccc1NC(=O)N1CCN(c2cccc(C(F)(F)F)c2)CC1,17,7,-10,0,-10,4,3,0.15,9
Nc1ncnc2c1CCC2,-13,2,1,-3,12,-12,1,0.86,-9
Cc1ccc2[nH]c(=O)c(CN(Cc3ccco3)C(=O)c3cccs3)cc2c1,-4,4,-5,1,1,8,-2,·,0
COc1ccc(-c2noc(CSc3ccc(C)cc3)n2)cc1,-7,21,-10,-2,7,-14,2,0.17,-5

# Continuation.
SMILES,PLK1 PBD inh,Rev-RRE block,PLK1 kinase inh,FAK blocker,LYP inh 2,F-actin modifier,EphB4 antag,Pyk2 oligo antag,PTPN22 act
CC1S/C(=N/N=C/c2ccco2)NC1=O (stereo not given),20,2,-6,0,11,-8,-1,-0.43,-9
O=C1N(Nc2ccccc2)C(c2ccc(Br)cc2)C12CCCCC2 (stereo not given),-5,7,-6,2,-3,7,-4,0.05,7
COc1ccc(/C=C/C(=O)NC(C)C)cc1Br,29,2,-8,-2,-6,24,-3,0.27,10
CCCc1nc(SCC(=O)Nc2ccccc2)c2c(=O)n(C)c(=O)n(C)c2n1,27,3,-3,0,-8,2,-8,·,5
CN(Cc1nc(-c2ccncc2)no1)S(=O)(=O)c1ccccc1,-21,6,-3,-2,5,-3,-7,0.5,-7
O=C(CN(c1ccccc1)S(=O)(=O)c1ccccc1)N1CCN(Cc2ccc3c(c2)OCO3)CC1,18,4,-5,-2,0,34,12,-0.97,3
Cc1cc(NCCCn2ccnc2)n2nc(C)c(-c3ccccc3)c2n1,-4,4,-8,-1,4,25,3,-0.25,-4
O=C(Nc1ccccc1C(=O)NCCN1CCOCC1)c1ccco1,-6,5,-8,0,-1,·,-6,1.6,0
S=C(c1nc2ccccc2[nH]1)N1CCOCC1,28,3,-9,-1,11,-2,-2,1.1,-14
Cc1sc2ncnc(SCC(=O)NCC(C)C)c2c1C,-12,9,-13,1,8,-18,-3,2.2,-5
O=C1N=C(N2CCN(c3cccc4ccccc34)CC2)S/C1=C/c1cccs1,22,6,-5,-2,13,10,8,0.41,-7
Clc1ccc(-n2ncc3c(NCc4ccco4)ncnc32)cc1,8,1,-7,-1,-5,·,-7,-0.39,3
O=C(O)CCC(=O)Nc1ccccc1C(=O)Nc1ccccc1,-6,8,-6,-2,17,-19,-4,0.78,-16
COCCCNC(=O)C1C2C=CC3(CN(Cc4ccc(C)cc4)C(=O)C13)O2 (stereo not given),-23,1,-13,0,-4,-14,-5,-0.61,3
CCOC(=O)c1c(C)[nH]c(C(=O)COC(=O)CNC(=O)C2CCCCC2)c1C,9,11,-16,0,4,1,-8,1.6,-7
COc1ccc(C(C(=O)NC2CCCC2)N(C(=O)c2snc(-c3ccc(F)cc3)c2N)c2ccccc2)cc1 (stereo not given),-10,12,-2,0,10,27,6,0.75,-5
CCCCOC(=O)C1[C@H]2C(=O)N(c3ccccc3CC)C[C@]23C=C[C@H]1O3 (stereo not given in full),-24,7,-6,-4,5,27,2,-0.77,-6
CC(C)(C)c1ccc(CN(Cc2ccccc2)C(c2ccccn2)c2nnnn2C(C)(C)C)cc1 (stereo not given),-10,2,-7,-2,15,10,-3,-0.64,-12
CCOC(=O)CC(C#N)c1c[nH]c2ccccc12 (stereo not given),4,3,-11,-2,1,1,-3,-0.13,1
CN(C)c1cccc(C(=O)OCc2cc(=O)oc3cc(O)ccc23)c1,-20,-3,-11,13,9,6,-4,0.68,-7
Cc1noc(NS(=O)(=O)c2ccc(NC(=O)Nc3ccc(Cl)c(Cl)c3)cc2)c1C,-7,4,-9,-2,12,-4,5,0.81,-17
C=CCc1c(C)nc(C)nc1N/N=C/c1ccc([N+](=O)[O-])cc1,3,16,-9,0,10,4,-5,-0.17,-8
COc1ccc(CCNC(=O)CSc2nc(-c3ccco3)cc(C(F)(F)F)n2)cc1OC,13,-2,-14,-9,-4,-24,-6,0.8,3
CCOc1ccc(N2C(=O)CC(Sc3nccc(C)n3)C2=O)cc1 (stereo not given),0,4,-13,-3,4,2,-8,0.39,-7
Nc1nc(SCc2ccc3c(c2)OCCO3)n[nH]1,6,6,-3,-1,4,10,-7,-0.2,-3

# An excerpt from above in order of their number in LYP inh 2, ascending.
SMILES,PLK1 PBD inh,Rev-RRE block,PLK1 kinase inh,FAK blocker,LYP inh 2,F-actin modifier,EphB4 antag,Pyk2 oligo antag,PTPN22 act
FC(F)(F)COc1nc(OCC(F)(F)F)nc(N2CCN(c3ccccc3)CC2)n1,1,-1,-1,-6,-12,4,-6,-0.35,15
O=C(C1CCN(S(=O)(=O)c2cccnc2)CC1)N1CCN(c2ccccc2Cl)CC1,-12,2,-2,2,-6,8,-1,-0.99,6
Cc1ccc2[nH]c(=O)c(CN(Cc3ccco3)C(=O)c3cccs3)cc2c1,-4,4,-5,1,1,8,-2,·,0
COc1ccc(OCC(=O)O/N=C(\N)Cc2ccc(Cl)cc2)cc1,-17,7,-11,2,7,-31,-3,1.6,-6
CC(C)(C)c1ccc(CN(Cc2ccccc2)C(c2ccccn2)c2nnnn2C(C)(C)C)cc1 (stereo not given),-10,2,-7,-2,15,10,-3,-0.64,-12

# (further entries)
SMILES,PLK1 PBD inh,Rev-RRE block,PLK1 kinase inh,FAK blocker,LYP inh 2,F-actin modifier,EphB4 antag,Pyk2 oligo antag,PTPN22 act
Cc1ccc(C(=O)Nc2nncs2)cc1S(=O)(=O)N1CCOCC1,8,-2,-5,-2,-11,5,-4,0.11,9
CC(C)CN(CC(C)C)S(=O)(=O)N1CCC(C(=O)NCCc2ccc(Cl)cc2)CC1,16,1,0,2,-2,5,0,-0.45,1
COc1ccc(/C=N/NC(N)=S)cc1OC(=O)c1ccccc1,-8,-3,-15,-1,7,-5,0,-0.04,-5
CCCC(=O)c1ccc(N2CCN(S(=O)(=O)c3ccc(C)cc3)CC2)c(F)c1,23,9,-5,-2,3,-26,-1,-1.2,-2
Cn1cnc([N+](=O)[O-])c1Sc1ncccc1N,2,7,-15,-3,1,1,2,0.47,2
Cc1ccc(CNC(=O)CN2CCC(C(N)=O)CC2)cc1,-20,10,-9,7,0,-4,1,0.79,-1
COC(=O)c1ccc2c(=O)n3c(nc2c1)SCC(c1ccccc1)=N3,-20,7,-17,-17,10,3,0,·,-10
CCn1c(SCC(=O)Nc2nc(C)c(C)s2)nnc1-c1ccco1,-9,2,-24,2,-1,1,-8,0.04,0
CCn1c(NCc2ccccc2Cl)nc2ccccc21,-7,4,-10,3,-9,-15,-7,-1.1,10
O=C(CCS(=O)(=O)c1ccc(Cl)cc1)N1CCN(c2ccccc2F)CC1,30,5,-2,-4,5,6,1,1.2,-8
C=CCOc1ccc(Cl)cc1C(=O)O,-16,6,-5,-2,-2,·,-3,0.19,1
CCc1noc2c1/C(=N\O)CC(c1ccccc1)C2 (stereo not given),6,-2,-8,-8,6,15,6,-0.63,-5
Cc1ccccc1C(=O)c1cccn1CC(=O)O,1,10,-5,-6,5,27,2,0.81,-6
CSc1ccccc1NC(=S)Nc1cccc(C(F)(F)F)c1,-35,8,-17,-4,8,-5,5,0.48,-6
CC(=O)Cn1c(CN2CC(C)CC(C)C2)nc2c1c(=O)n(C)c(=O)n2C (stereo not given),10,2,-5,-3,3,-3,-9,1.4,-6
CCCCNC(=O)CC1SC(=NCC)N(CC)C1=O (stereo not given),8,-3,-11,0,-2,-2,-6,0.2,2
CS(=O)(=O)N(C(=O)NC(=O)NC1CCS(=O)(=O)C1)C1CCCCC1 (stereo not given),2,2,-8,0,-2,9,0,1.6,0
O=C1CC(c2ccc(S(=O)(=O)Nc3cc(C(F)(F)F)cc(C(F)(F)F)c3)cc2)CN1 (stereo not given),-23,19,1,-4,2,·,-5,-0.79,0
CC(C)COc1ccc(C(=O)OCCN2CCOCC2)cc1,3,5,-12,-4,-5,-11,-1,1.2,4
OCCN(Cc1ccccc1)Cc1ccccc1F,-21,0,-9,2,10,13,-2,-0.93,-6
Cc1nc2sc(C(c3ccc(Cl)cc3)N3CC(C)OC(C)C3)c(O)n2n1 (stereo not given),-10,5,-9,-3,-6,27,7,0.02,5
CC(=O)SC(C)CC(=O)NCc1ccccc1 (stereo not given),-26,6,-8,1,1,3,1,-0.02,-1
CCS(=O)(=O)N1CCC(C(=O)NCCCN2CCN(c3ccccc3F)CC2)CC1,1,-1,-2,-1,7,-26,-5,0.89,-10
